# Source: PubChem
# Luminol counter: quenches luminol chemiluminescence in Nox1 counter-screen. 16,000 compounds, 0.4% hits. AID 1823. HRP/luminol/H2O2 chemiluminescence counterscreen. inhibition, % at 6.7 µM; note: reference of the scale not given here
# PME-1 Maybridge: PME-1 (human) inhibition, Maybridge primary screen; inhibition, % at 9 µM; recombinant PME-1, FP-Rh probe fluorescence polarization; 16,000 compounds, 0.5% hits; AID 2291; Q9Y570; in the data active = inhibition above about 30%
# Target sequence (Q9Y570 whole entry, looked up): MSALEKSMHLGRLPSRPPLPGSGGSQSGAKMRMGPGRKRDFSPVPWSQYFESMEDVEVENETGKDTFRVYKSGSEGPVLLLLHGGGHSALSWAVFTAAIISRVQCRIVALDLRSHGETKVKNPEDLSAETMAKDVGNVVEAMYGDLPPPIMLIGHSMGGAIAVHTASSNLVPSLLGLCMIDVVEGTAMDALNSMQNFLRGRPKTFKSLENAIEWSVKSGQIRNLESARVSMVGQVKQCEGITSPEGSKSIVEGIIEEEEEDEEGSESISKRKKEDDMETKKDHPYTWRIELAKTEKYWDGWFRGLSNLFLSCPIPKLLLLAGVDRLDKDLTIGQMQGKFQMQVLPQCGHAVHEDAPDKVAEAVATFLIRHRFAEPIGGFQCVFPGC
# S1P1 ag: activates the human S1P1 receptor; P21453; S1P1 agonist cell-based reporter assay; activation, % at 4.5 µM; 16,000 compounds, 1.5% hits; AID 1044; in the data active = activation above about 80%
# TLR4 MyD88 blk: TLR4-MyD88 interaction inhibition | O00206 | Cell-based TLR4-MyD88 binding inhibition assay | inhibition, % at 10 µM | 16,000 compounds, 0.06% hits | AID 811; in the data active = inhibition above about 45%
# Nox1 inhibitor: human Nox1 inhibition | Q9Y5S8 | HT29 cells, luminol chemiluminescence ROS | inhibition, % at 6.7 µM | 16,000 compounds, 0.81% hits | AID 1792
# Target sequence (Q9Y5S8 whole entry, looked up): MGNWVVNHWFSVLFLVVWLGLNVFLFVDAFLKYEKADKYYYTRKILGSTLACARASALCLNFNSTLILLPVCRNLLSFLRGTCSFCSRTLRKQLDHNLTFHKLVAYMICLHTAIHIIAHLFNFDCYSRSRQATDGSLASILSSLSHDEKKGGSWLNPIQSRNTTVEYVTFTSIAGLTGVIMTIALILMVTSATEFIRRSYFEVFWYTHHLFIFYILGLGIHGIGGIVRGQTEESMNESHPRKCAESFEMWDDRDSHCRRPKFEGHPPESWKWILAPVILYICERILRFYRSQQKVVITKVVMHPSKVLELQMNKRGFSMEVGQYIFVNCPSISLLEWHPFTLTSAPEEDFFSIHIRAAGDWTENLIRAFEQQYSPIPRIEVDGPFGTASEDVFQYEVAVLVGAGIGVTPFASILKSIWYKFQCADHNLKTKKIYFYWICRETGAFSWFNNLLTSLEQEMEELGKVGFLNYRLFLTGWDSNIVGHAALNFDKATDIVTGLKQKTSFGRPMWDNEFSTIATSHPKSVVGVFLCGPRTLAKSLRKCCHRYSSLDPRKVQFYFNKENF
# NOTCH ag: NOTCH pathway agonism; NOTCH signaling luciferase reporter cells, luminescence; activation, % at 2.5 µM; 15,000 compounds, 0.4% hits; AID 434982; in the data active = activation above about 2.2%
# OPRK1 antag MB: antagonists of human kappa opioid receptor OPRK1, Maybridge library; inhibition, % at 9 µM; AID 652031; 16,000 compounds, 0.4% hits; P41145; OPRK1 cells, antagonist mode, fluorescence readout; in the data active = inhibition above about 50%
# rat GALR2 ag: agonists of rat galanin receptor 2 (GALR2) | O08726 | cell-based GALR2 agonist screen | activation, % at 10 µM | 16,000 compounds, 0.5% hits | AID 833; in the data active = activation above about 15%
# The depositor's hits bear a star; . = no result given. Cut-off read from the data, not from the text of the source, unless noted: active = inhibition above about 75%; inactive = the rest. Compounds as they come; any-hit rate near 4.3%.
canonical_smiles	Luminol counter	PME-1 Maybridge	S1P1 ag	TLR4 MyD88 blk	Nox1 inhibitor	NOTCH ag	OPRK1 antag MB	rat GALR2 ag
NC(N)=NC(N)=Nc1ccc(F)c(Cl)c1	-4	6	-2	.	10	-0.6	-8	-7
CSc1nc(-c2cccs2)c(C#N)c(=O)[nH]1	-7	4	-3	0	-12	.	0	-5
CCOC(=O)C(=CNc1nc(C(=O)OCC)cs1)C(=O)OCC	3	-2	-4	-3	-37	-0.2	-18	0
Cc1cccc(NC(=S)Nc2ccc(C)c(NS(C)(=O)=O)c2)c1	-3	3	3	3	-16	-0.3	12	-5
CC(C)(C)OC(=O)N1CCCN(C(=O)c2sc3ccccc3c2Cl)CC1	-3	16	3	-10	10	-0.6	-13	-1
S=c1[nH]nc(-c2ccccc2)o1	3	-2	-26	-4	-12	0.0	-6	-7
Cc1onc(-c2c(F)cccc2Cl)c1C(=O)N1CCCN(c2ccc(C(F)(F)F)cn2)CC1	4	0	8	-3	-45	.	-23	-12
CSC(=NCc1ccccn1)NC#N	-4	3	-4	-7	-37	-0.7	-7	-3
CCOC(=O)CSc1nc2sccn2c1C=Nc1cc(Cl)cc(Cl)c1	-6	3	0	-1	-22	-0.6	14	-6
CCOC(=O)/C(C#N)=C(\C)c1ccc(NC(C)=O)cc1	-1	4	-10	-3	-11	-0.2	34	0

# Complete entries as entered above. Values in the order: Luminol counter | PME-1 Maybridge | S1P1 ag | TLR4 MyD88 blk | Nox1 inhibitor | NOTCH ag | OPRK1 antag MB | rat GALR2 ag
# Listed for CCOC(=O)CSc1nc2sccn2c1C=Nc1cc(Cl)cc(Cl)c1 : -6 | 3 | 0 | -1 | -22 | -0.6 | 14 | -6
# Listed for NC(N)=NC(N)=Nc1ccc(F)c(Cl)c1 : -4 | 6 | -2 | . | 10 | -0.6 | -8 | -7

# Next section:
canonical_smiles	Luminol counter	PME-1 Maybridge	S1P1 ag	TLR4 MyD88 blk	Nox1 inhibitor	NOTCH ag	OPRK1 antag MB	rat GALR2 ag
O=c1ccc([N+](=O)[O-])cn1C1CCCCO1 (stereo not drawn)	2	2	94*	22	-63	-0.6	4	-4
Cc1nn(C)c(NC(=O)NN2CCOCC2)c1[N+](=O)[O-]	-2	6	-8	1	-7	0.3	10	-2
COc1ccc(C(=O)Nc2ccccc2Sc2ccc(Cl)cc2[N+](=O)[O-])cc1OC	-1	-4	-8	3	8	-0.7	-18	-8
CC(C)(C)c1cc(NC(=O)/C(C#N)=C/c2cccc(Cl)c2Cl)c(C(N)=O)s1	0	-2	-4	-2	-9	-0.6	-7	-1
COc1cc(C2NC(=O)C(C#N)=C(SC)S2)cc(OC)c1OC (stereo not drawn)	8	3	-9	-8	11	0.1	24	-6
O=C(NC1=NCCS1)c1cccs1	3	11	18	-3	-12	.	3	-11
S=c1n(CN2CCOCC2)nnn1-c1ccccc1	57	3	-18	4	-8	-0.6	9	-4
CC(=O)Nc1ccc(C)cc1C	0	2	-7	12	-50	-0.8	12	-5
CSc1nc(NC(=O)NS(=O)(=O)Cc2ccc(Cl)cc2Cl)nc(N2CCCC2)n1	-24	-1	-5	8	-8	0.0	-22	-5
C(=NCc1ccccc1)c1cccs1	-6	5	-7	-4	-7	-0.2	17	-5
CC(=O)/C(=C\N=S(C)(=O)c1ccc(Cl)cc1)S(=O)(=O)c1ccc(Cl)cc1 (stereo not drawn)	-5	5	-9	-1	-49	-1.1	-17	3
COc1cc(C=N/C(C#N)=C(/C#N)NCC(C)(C)C)cc(Br)c1O	-6	7	-25	-17	18	0.5	-17	-1
CC(=O)C(C)(C)OC(=O)N1CCSCC1	0	1	-3	-8	-40	-1.1	18	-3
Cc1cc(N=Cc2cc(Cl)cc(Cl)c2O)no1	1	3	-1	0	-13	1.4	-1	-6
COc1ccc(/C(C)=N/NC2=NCCCN2)cc1	1	5	-6	0	-49	-0.9	20	-5
CC(C)(C)SCCSC1=CC(=O)CC(c2ccccc2)C1 (stereo not drawn)	-6	8	-8	6	-12	-0.4	6	-1
CCNC(=O)c1c(-c2c(Cl)cccc2Cl)noc1C	-8	6	11	3	13	0.1	7	-4
NNC(=O)c1ccc2ncccc2c1	15	0	-13	-14	-22	0.5	4	-8
CN(C)Cc1c(O)ccc2ccccc12	-3	1	2	-8	-8	1.7	0	-7
CCc1nc2ccccc2nc1N1CCN(C(=O)c2cccs2)CC1	-5	4	-22	5	-3	0.2	-5	-6
Cc1csc(=Nc2ccccc2)n1-c1ccccc1	-4	3	-11	-4	0	-0.6	-24	-7
N#Cc1ccccc1NC(=O)CSCCSCC(=O)Nc1ccccc1C#N	-2	2	7	-1	-27	-0.7	-13	-4
CCOC(=O)C(C)N(Cc1ccccc1)C(=O)Nc1ccc(Cl)cc1 (stereo not drawn)	-4	6	-4	-7	-11	-0.7	4	-7
Cc1csc(Cn2nc(CC(=O)NNC(=S)Nc3ccccc3)c3ccccc3c2=O)n1	1	1	-2	-2	5	0.5	3	-6
Cc1cccc(C)c1NC(=S)NCCCC(=O)O	3	-4	-2	-2	14	-0.8	-2	-8
COc1cc2c(cc1OC)CN(S(=O)(=O)c1ccccc1)CC2	-4	5	-10	-7	-17	-0.2	-8	-4
N/C(Cc1ccccc1)=N\O	3	-1	-10	-5	-11	-0.4	1	-10
O=C(c1ccno1)n1nccc1-c1cc(-c2ccccc2)no1	-7	1	-16	-3	-15	-0.3	-13	-8
Cn1nc(-c2ccc(Br)s2)c(Br)c1C(F)(F)F	3	0	11	2	-52	-0.5	-3	-7
CCOC(=O)Cc1csc(NC(=O)CSc2nnc(C)s2)n1	3	-3	-2	-11	-32	-0.2	8	-8
O=C(SC1=NCCc2ccccc21)c1ccc(Cl)cc1	0	4	-15	-16	-55	.	-10	-8
Cc1c(C)c(C)c(CSCC(=O)NNS(=O)(=O)c2ccc(F)cc2)c(C)c1C	-2	0	-11	-1	-6	-0.2	4	-2
CN1N=C2c3ccccc3CCCC2C1c1cccs1 (stereo not drawn)	-3	-2	-14	-6	-15	-0.7	10	-8
O=C(CSc1n[nH]c(=O)n1-c1ccccc1)N1CCC(C(F)(F)F)CC1	1	3	-9	-4	-90	-0.1	-4	-5
O=C(Nc1ccccc1)Nn1cnnc1	-5	2	-2	-5	2	-0.1	1	-9
O=C(Nc1ccccc1N1CCOCC1)c1ccc(N2CCOCC2)nc1	-3	1	-7	9	14	0.4	6	-3
Clc1ccc(-c2ccn[nH]2)cc1	3	-4	-16	0	-12	-0.3	0	-6
Cc1nc(-c2cccnc2)sc1C(=O)NN	5	5	-17	-4	-48	.	4	-3
C/C(=N\Nc1c(Cl)cc(Cl)cc1Cl)c1c(O)cc(C)oc1=O	6	1	-26	12	-49	-0.6	-7	-5
O=S(=O)(c1ccc2c(c1)OCCCO2)N1CC=C(c2ccccc2)CC1	-2	4	-2	-14	-53	-0.2	-4	-5
Nn1c(C(=O)NCc2cccnc2)nc2ccccc2c1=O	-2	-1	9	-2	-74	-0.6	2	-2
Nc1c(C(=O)N/N=C/c2ccc3c(c2)OCO3)sc2nnc(-c3ccccc3)c(-c3ccccc3)c12	10	25	76	7	0	-0.3	80*	-21
O=C1OC([C@@H](O)CO)[C@H](O)[C@@H]1O (stereo partly drawn)	2	-1	13	8	-62	-0.2	5	-6
Nc1ccccc1C(=O)NNC(=O)c1sc2ccccc2c1Cl	11	2	7	-16	-13	0.3	7	-3
COC(=O)c1ccccc1NC(=S)Nc1ccccc1	-1	3	7	11	-36	1.0	3	-6
Cc1ccc(NC(=O)CSCC(O)C(F)(F)F)c(Cl)c1 (stereo not drawn)	-4	2	32	0	13	-1.0	7	-7
O=C(N/N=C/c1ccc(OC(F)(F)F)cc1)c1cnco1	-1	-2	8	-1	-9	0.1	4	-4
O/N=C/c1cc(Br)cs1	-6	4	6	-11	-3	-0.9	-14	-2
CC(=O)OCc1cc(/C=N/N(C(C)=O)c2ccccc2)nn1-c1ccccc1	2	1	6	7	-67	-0.4	11	-5
O=C1NNC(SCc2ccc(Br)cc2)=Nc2ccccc21	1	0	96*	-8	-30	-0.6	0	-6

# Other structures:
canonical_smiles	Luminol counter	PME-1 Maybridge	S1P1 ag	TLR4 MyD88 blk	Nox1 inhibitor	NOTCH ag	OPRK1 antag MB	rat GALR2 ag
CSc1nc(C=Nc2ccc(Cl)cc2Cl)ccc1C#N	-5	9	15	6	16	0.1	7	6
CSc1nc2cc(C)nn2c(-c2ccccc2)c1C#N	-6	2	-13	-8	3	-0.1	-14	0
Cc1cc(NC(=O)CCCCCN2CCOCC2)no1	1	-3	-2	-4	-3	0.2	15	-7
O=C1OC2COC(=O)C2C=C1NC(=O)c1ccc(Cl)cc1 (stereo not drawn)	3	-1	-13	-2	-10	0.4	-3	-7
COC(=O)c1ccc(C(=O)OC)c(NC(=O)CSCC(=O)O)c1	2	-2	-14	3	-37	-5.1	14	-4
COc1cc(C(=O)NC(=S)Nc2nc(-c3ccc(F)cc3)cs2)cc(OC)c1OC	2	-10	-9	-3	-24	-4.5	13	3
Nc1ccccc1SC1CC(=O)N(c2ccccc2)C1=O (stereo not drawn)	-8	5	20	8	14	-0.3	-1	-5
CN1C2CCC1CC(NC(=O)Nc1ccc(OC(F)(F)F)cc1)C2 (stereo not drawn)	0	2	6	2	-68	-0.4	-2	-5
CC(C)n1cc(-c2noc(-c3cccs3)n2)c(=O)n(Cc2ccccc2)c1=O	-6	6	92*	-2	-3	-5.7	13	-6
CSc1nc(-c2ccncc2)nc(N)c1C#N	0	1	-11	0	-35	-0.9	5	-5
N/C(Cc1nc2cccnc2n1C1CC1)=N\OC(=O)c1ccc(OC(F)(F)F)cc1	1	1	-19	-14	-1	0.3	-9	-8
CCOC(=O)/C(C#N)=C1\CCCc2cc(OC)ccc21	2	2	-10	2	-65	-0.3	-11	-8
Cc1cc(C)n(-c2ccc(N)cc2)n1	-17	4	7	-2	-6	-0.7	-6	-8
N#Cc1csc(-c2ccc(F)cc2F)n1	-3	-8	-8	8	14	-0.5	-11	-2
O=C(/C(=N/N=C/c1cccs1)c1ccccc1)c1ccccc1	2	-4	28	7	-52	0.3	13	-6
O=C(Cc1cccc2ccccc12)Nc1ccc2nccnc2c1	1	3	2	0	-10	-3.7	-6	-4
N#C/C(=C/c1cccc2ccccc12)C(N)=S	8	-64	24	13	24	-0.5	-5	-6
O=C(O)c1ccccc1C(=O)Nc1ccc(Br)c(C(F)(F)F)c1	-3	6	-16	-4	7	0.1	0	-5
Cc1nn(-c2ccccc2)nc1CNC(=O)C1=Cc2ccccc2OC1	-2	-6	-14	3	-4	2.3*	4	-3
CC(=O)c1ccc(OCc2ccc(Cl)c(Cl)c2)cc1	-2	-1	32	2	-8	-0.1	10	-2

# Shown with two lines to a compound: 6 of the compounds above.
# The line under a structure holds: Luminol counter, PME-1 Maybridge, S1P1 ag, TLR4 MyD88 blk, Nox1 inhibitor, NOTCH ag, OPRK1 antag MB, rat GALR2 ag
> Cc1nn(C)c(NC(=O)NN2CCOCC2)c1[N+](=O)[O-]
→ -2, 6, -8, 1, -7, 0.3, 10, -2
> COc1ccc(C(=O)Nc2ccccc2Sc2ccc(Cl)cc2[N+](=O)[O-])cc1OC
→ -1, -4, -8, 3, 8, -0.7, -18, -8
> CC(C)(C)c1cc(NC(=O)/C(C#N)=C/c2cccc(Cl)c2Cl)c(C(N)=O)s1
→ 0, -2, -4, -2, -9, -0.6, -7, -1
> COc1cc(C2NC(=O)C(C#N)=C(SC)S2)cc(OC)c1OC (stereo not drawn)
→ 8, 3, -9, -8, 11, 0.1, 24, -6
> O=C(NC1=NCCS1)c1cccs1
→ 3, 11, 18, -3, -12, ., 3, -11
> S=c1n(CN2CCOCC2)nnn1-c1ccccc1
→ 57, 3, -18, 4, -8, -0.6, 9, -4

# Next part
canonical_smiles	Luminol counter	PME-1 Maybridge	S1P1 ag	TLR4 MyD88 blk	Nox1 inhibitor	NOTCH ag	OPRK1 antag MB	rat GALR2 ag
COc1ccc(O)c(C(=O)C2c3ccccc3C(=O)N2c2ccc(C)cc2)c1 (stereo not drawn)	3	5	4	-7	-32	-0.7	-10	-4
COC(=O)c1sccc1N/N=C(\C#N)S(=O)(=O)c1ccccn1	0	-1	11	-6	-12	-0.3	14	-7
Nc1nc(-c2ccccc2)cn1Nc1ccccc1	1	4	33	.	-40	0.1	-11	-6
Clc1ccc(-c2csc(-c3ccc4c(c3)CCO4)n2)s1	3	-4	16	3	-24	-0.8	17	-11
O=C(CSc1nnc(-c2ccco2)n1-c1ccc2c(c1)OCCO2)c1ccccc1	6	-3	13	6	4	-0.8	-8	-7
Clc1ccc(-c2noc(CSC3=NCC4CCCC4N3)n2)cc1 (stereo not drawn)	-1	2	-6	5	-6	-0.2	16	2
CN(C)c1ccc(/C=N/NC(=O)CC#N)cc1	-10	5	3	.	-7	-0.8	-2	-5
CC(C)(C)c1cc2n(n1)C1=NCCN1C=N2	2	-1	17	10	-84	-0.6	17	-8
Cc1ccc(NC(=O)CSC2CC(=O)N(c3ccccc3)C2=O)c(Cl)c1 (stereo not drawn)	-2	-2	0	-8	-16	1.8	-9	-6
